Source: PubChem (several laboratories)
MEKK2wt PB1 HTS – modulators of MEK5 binding to wildtype MEKK2, primary screen, biochemical, multiplex bead flow cytometry, Alexa488-MEK5 | Mitogen-activated protein kinase kinase kinase 2 (Homo sapiens), Q9Y2U5 | Alexa488-MEK5 binding to MEKK2 WT; actives lie on both sides | binding response (% of control), % at 10 µM | 290,000 compounds, 1.1% hits; in the data active means binding response below about 67% or above about 130%
MEKK3 PB1 HTS – modulators of MEKK3-MEK5 PB1 binding, primary screen, biochemical, wildtype MEKK3, multiplex bead flow cytometry, Alexa488-MEK5; Mitogen-activated protein kinase kinase kinase 3 (Homo sapiens), Q99759; bead-based flow cytometry, Alexa488-MEK5 binding to MEKK3; actives lie on both sides; 0 = blocked by unlabeled MEK5, 100 = vehicle; binding response (% of control), % at 10 µM; 290,000 compounds, 1.4% hits; AID 1529, 2009;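 active means binding response more than 3 SD above or below the average of its plate-row segment, actives on both sides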;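 further: Alexa488 bead fluorescence after subtracting the streptavidin-only scavenger bead signal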
M18AAP inhibitor – PfM18AAP inhibitors, malaria aminopeptidase, primary screen, biochemical, QFRET, recombinant enzyme; H-Glu-NHMec fluorogenic cleavage; 290,000 compounds, 1.2% hits; AID 1822, 2009; inhibition, % at 7.35 µM;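 active means inhibition above the campaign mean inhibition over all tested compounds plus 3 SD, cut at about 28% in these data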;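 further: 0% = plate median of test compound wells and 100% = 2 mM ZnCl2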
PHOSPHO1 inh – PubChem AID 1565; inhibition, % at 13.3 µM; recombinant PHOSPHO1, absorbance phosphatase assay; 290,000 compounds, 1.1% hits; Phosphoethanolamine/phosphocholine phosphatase (Homo sapiens), Q8TCT1; in the data active means inhibition above about 60%
Target sequence (Q8TCT1 whole entry, looked up): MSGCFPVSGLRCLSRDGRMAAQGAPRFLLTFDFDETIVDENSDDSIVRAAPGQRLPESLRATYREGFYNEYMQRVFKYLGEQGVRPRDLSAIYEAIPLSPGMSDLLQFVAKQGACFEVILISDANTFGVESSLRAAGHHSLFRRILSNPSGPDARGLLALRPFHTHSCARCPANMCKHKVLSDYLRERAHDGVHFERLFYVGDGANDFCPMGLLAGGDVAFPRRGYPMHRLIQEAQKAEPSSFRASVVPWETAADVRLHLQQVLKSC
MEKK2mut PB1 HTS – MEK5 binding signal on mutant MEKK2 PB1, primary screen, biochemical, multiplex bead flow cytometry, Alexa488-MEK5 | Alexa488-MEK5 binding to MEKK2 mutant | percent response, % at 10 µM | 290,000 compounds, 0.35% hits; in the data active means percent response above about 24%, passing the limit was not always enough; further: inactives centre near 1; some results filed as inactive read as strong as hits; reference of the scale not given here
OXTR agonist – human OXTR agonists, primary screen, fluorescence, CHO-OTR cells, Fluo-8 calcium. Fluo-8 calcium fluorescence; normalized: DMSO 0%, oxytocin 100%. activation, % at 3 µM. 320,000 compounds, 0.32% hits. AID 2435, 2010;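 active means activation above the mean of all tested compounds plus 3 SD, cutoff set per screening run, cut at about 20% in these data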;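 further: peak over basal fluorescence ratio from a 100 s FLIPR kinetic read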
Target sequence (P30559 whole entry, looked up): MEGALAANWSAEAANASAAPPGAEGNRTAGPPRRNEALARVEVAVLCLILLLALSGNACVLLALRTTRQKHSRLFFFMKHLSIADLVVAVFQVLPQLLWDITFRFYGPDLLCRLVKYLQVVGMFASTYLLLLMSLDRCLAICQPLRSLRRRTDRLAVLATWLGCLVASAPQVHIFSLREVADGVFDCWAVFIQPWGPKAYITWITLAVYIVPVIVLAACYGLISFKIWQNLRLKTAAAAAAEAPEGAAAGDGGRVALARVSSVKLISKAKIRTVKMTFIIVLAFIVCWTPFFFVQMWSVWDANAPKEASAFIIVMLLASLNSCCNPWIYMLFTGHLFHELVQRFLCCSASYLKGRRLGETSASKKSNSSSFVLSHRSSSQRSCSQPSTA
GPR7 antag – GPR7 receptor antagonists, primary screen, cell-based, fluorescence, single concentration. Neuropeptides B/W receptor type 1 (Homo sapiens), P48145. 290,000 compounds, 1.1% hits. GPR7-expressing cells, fluorescence antagonist assay. inhibition, % at 4.4 µM; in the data active means inhibition above about 16%, passing the limit was not always enough;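 further: cells stimulated with the agonist NPW; 0% = agonist with vehicle and 100% = vehicle without agonist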
Target sequence (P48145 whole entry, looked up): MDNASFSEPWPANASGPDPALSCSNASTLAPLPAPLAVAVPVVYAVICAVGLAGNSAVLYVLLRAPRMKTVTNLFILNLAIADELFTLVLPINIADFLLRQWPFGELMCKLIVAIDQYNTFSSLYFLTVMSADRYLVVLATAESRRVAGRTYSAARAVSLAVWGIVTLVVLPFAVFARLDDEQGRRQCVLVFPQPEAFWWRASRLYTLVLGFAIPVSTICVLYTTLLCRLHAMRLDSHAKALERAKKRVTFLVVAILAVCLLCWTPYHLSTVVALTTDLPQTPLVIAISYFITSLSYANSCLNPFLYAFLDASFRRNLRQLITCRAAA
NALP1 yeast inh – NALP1 inflammasome inhibitors in reconstituted yeast, colorimetric, S. cerevisiae, triplicate retest | S. cerevisiae NALP1/ASC/caspase-1 growth, X-gal OD620, 72 h | inhibition, % at 10 µM | 280,000 compounds, 0.61% hits | AID 2071, 2009; in the data active means inhibition mostly above about 24%, no sharp cut-off; inactive means mostly below about 32%; further: some compounds called inactive have numbers as strong as hits
DNA FID counter – compounds displacing fluorescent DNA intercalator, primary screen, artefact control for HCV NS3 helicase inhibitor project, biochemical, FID fluorescence | inhibition, % at 7.9 µM | DNA fluorescent intercalator displacement | AID 1845, 2009 | 290,000 compounds, 0.17% hits; in the data active means inhibition above about 37%;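 further: 0% = vehicle and 100% = reference compound; higher means more ethidium bromide displaced from hairpin DNA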
The depositor's hits bear a star; / = no result given; & = joins results of further samples; [ ] = another dose, or the depositor's remark.

canonical_smiles	MEKK2wt PB1 HTS	MEKK3 PB1 HTS	M18AAP inhibitor	PHOSPHO1 inh	MEKK2mut PB1 HTS	OXTR agonist	GPR7 antag	NALP1 yeast inh	DNA FID counter
Cn1c(=O)[nH]c(=O)c2c1nc(N1CCCCC1)n2CC(O)CN1CCCCC1 (stereo unspecified)	95	96	2	-5	0	-0.4	3	0	-3
CCC1Oc2ccc(C)cc2N(CC(=O)NCCCN2CCN(Cc3ccccc3)CC2)C1=O (stereo unspecified)	113	101	1	19	5	2.3	-1	24	12
COc1cc(Cl)c([C@@H]2C[C@H]3CN(c4ccccc4)C(=O)[C@]34CCCN24)cc1OC	95	101	-2	31	-5	-0.7	-5	6	-13
O=C(CSCC(=O)c1ccccc1)Nc1ccccc1Cl	107	107	-8	18	4	-1.1	15	-6	-6
COc1ccc(C)cc1NC(=O)CN1CCN(c2ccccc2F)CC1	104	99	-1	-6	1	-2.5	-2	0	-33
CC(/C=C\C=C\c1ccccc1)=N\NC(=O)c1cncc(Br)c1	71	81	-2	28	-10	-0.5	5	19	-11
CCCN(CCC)C(=O)C1CCN(c2ccc(S(=O)(=O)N3CCOCC3)cc2[N+](=O)[O-])CC1	105	97	-2	48	5	0.9	0	8	-48
COc1ccc(OC)c(CNCCNC(=O)c2ccco2)c1	96	98	2	10	-4	/	-9	-1	5
CCOc1ccccc1-c1noc(CCC(=O)Nc2cccnc2)n1	96	99	5	11	4	2.4	-1	9	-16
CCOC(=O)c1sc(NC(=O)Nc2ccc(F)cc2)nc1C	103	102	-10	-12	-1	16	3	33	-10
CC(=O)N1CCN(CC(=O)Nc2ccc(C)c(S(=O)(=O)N(C)C)c2)CC1	95	101	-5	40	-1	1.2	-11	-2	1
CC(C)n1c(NCc2nc3ccccc3n2C)nc2ccccc21	105	101	0	0	1	-2.1	-13	12	-2
COc1ccc(NC(=O)c2ccc(CNc3c(NC4CCCCC4)c(=O)c3=O)cc2)cc1OC	101	102	-6	-13	1	0.9	-5	-16	-11
CCOC(=O)N1CCN(C(=O)Nc2ccc(Cl)cc2)CC1	96	99	0	3	3	1.1	-1	2	-6
c1ccc(-c2csc(-c3ccc(-c4csnn4)cc3)n2)cc1	99	96	-2	-1	-1	-1.1	4	-2	5
CN1c2ccc(Cl)cc2C(=O)NC1C1CC=CCC1 (stereo unspecified)	98	101	0	29	5	1.5	-1	37	-4
O=C(CN1C(=O)S/C(=C\c2ccc(F)cc2)C1=O)NCCCn1ccnc1	99	98	9	38	-1	-0.7	-7	-13	9
O=C(NC1CC1)C1=C[C@@H](c2ccccc2)C[C@@H](OCc2ccc(CO)cc2)O1	97	97	/	31	-3	-0.3	/	/	/
O=C(CSc1nnc(-c2ccco2)n1Cc1ccco1)Nc1ccccc1	110	105	3	18	0	-2.1	7	16	-21
Cc1ccc2c(CC(=O)NCc3ccco3)coc2c1C	100	103	6	33	8	-2.4	-2	48	-10
CC1CCN(CC(O)Cn2c3ccccc3c3ccccc32)CC1 (stereo unspecified)	120	103	-3	-155	2	3.8	0	6	15
Cc1ccc(Sc2ncccc2C(=O)O)cc1C	97	100	1	-13	-1	1.1	-10	17	-3
Cc1cc(N2CCOCC2)nc(N2CCOCC2)n1	103&99	112&103	-4&-3	20&14	3&8	0.3	-9&-5	-3	1&0
O=C(NC(C(=O)N/N=C/c1cccnc1)c1n[nH]c(=O)c2ccccc12)c1ccccc1 (stereo unspecified)	93	72	-11	27	-21	0.4	0	5	-16
CCC(C)(C)NC(=O)C(c1cccs1)N(C(=O)c1ccn[nH]1)c1ccccc1 (stereo unspecified)	92	94	-6	50	-5	-1.8	0	6	-21
Cc1ccc(C(=O)O)cc1NC(=O)C1CCCN1S(=O)(=O)c1cccc2nsnc12 (stereo unspecified)	107	111	-3	23	14	1.1	-12	14	-10
O=C(CN1CCCCC1)Nc1cccc2c1OCO2	117	112	-3	10	16	0.5	1	19	0
CCCCCNc1nc2ccccc2nc1NS(=O)(=O)c1cccs1	109	105	-7	-1	7	1.2	-3	12	-12
Cc1cc(C)n(-c2nc(Nc3ccccc3)nc(-n3nc(C)cc3C)n2)n1	/	/	-18	23	/	-0.1	-8	24	-2
Cc1ccc(Cl)cc1NC(=S)NN	77	85	0	7	-12	-1.5	-9	1	-2
COCCN1C(=O)/C(=C/c2ccc(OCc3ccc(C(=O)O)cc3)c(OC)c2)SC1=Nc1ccccc1	94	104	-8	-8	-2	1.4	-9	25	-28
COc1ccc(CCc2nnc(CCC(=O)N(C)Cc3ccncc3C)o2)cc1	99	101	-6	64*	0	-0.1	0	1	-11
O=C(CCN1CCN(Cc2ccccc2)CC1)Nc1ccc(OCc2ccccc2)cc1	134	98	-4	12	11	22*	11	10	16
COC(=O)C1=C(C)N(Cc2ccco2)C(=O)N[C@@H]1c1cccc(C(F)(F)F)c1	97	105	6	-9	-3	-1.4	-5	20	-23
COC(=O)c1[nH]c(C)c(/C(O)=C2\C(=O)C(=O)N(CCN3CCOCC3)C2c2ccccc2OC)c1C (stereo unspecified)	92	90	3	14	-6	0.3	13	1	-9
COc1cc(C(=O)NCCOc2ccccc2C)c(Br)c(OC)c1OC	100	101	-5	-24	3	-1.5	-4	21	-24
COCCN(CCOC)Cc1cc(=O)oc2cc3c(cc12)CCC3	103	100	10	-8	4	-0.8	-10	8	-26
CCC(C)[C@@H]1NC(=O)N(CCCN2CCCC2=O)C1=O (stereo partly specified)	103	105	-2	37	4	1.2	-7	3	0
COc1ccc(-c2cc(C#N)nc(Oc3ccc(Cl)cc3)n2)cc1	97	100	-10	15	5	0.2	-4	15	2
COC(=O)Cn1c(=NC(=O)c2nc3ccccc3s2)sc2cc(S(C)(=O)=O)ccc21	98	100	-7	-8	-3	0.7	2	31	5
COc1ccc(CNC(=O)C(c2ccncc2)N(C(=O)Cc2cccs2)c2ccc(C)cc2)cc1 (stereo unspecified)	86	81*[inhibitor]	6	14	-11	-0.3	-10	19	-33
O=C(/C=C/c1ccc2ccccc2n1)N1CCN(S(=O)(=O)c2ccc(F)cc2)CC1	99	98	1	4	1	-1.9	7	/	-32
O=C(Nc1ccc(S(=O)(=O)NCc2ccccc2)cc1)C1CCCCC1	100	102	0	3	-2	5.9	-31	32*	-16
CCOc1ccc(-n2c(-c3ccc(Cl)cc3)c[n+]3c2SCC3)cc1	104	101	1	28	3	0.0	-3	15	6
C[C@@H]1CCC2[C@](C)(CO)[C@@H](O)CC[C@]2(C)[C@@]12CC[C@@](CO)(CC(=O)O)O2 (stereo partly specified)	106	103	-3	16	5	0.4	12	25	-11
CC[C@H](C)/C=C/C1=CC2=C(Cl)C(=O)[C@@]3(C)OC(=O)C(C(=O)[C@H](C)[C@@H](C)O)=C3C2=CO1	90	103	/	/	1	0.8	/	/	/
CCOC(=O)c1c(Cl)c(C)nn1-c1nc(OC)cc(OC)n1	92	92	-6	-13	-1	-0.8	-7	26	-9
O=C1Nc2ccc(S(=O)(=O)NCC3CCCO3)c3cccc1c23 (stereo unspecified)	103	101	0	27	5	0.5	-13	-6	2
COc1ccc(C(=O)c2ccc(CC#N)s2)cc1	102	102	-2	6	9	-1.9	-7	38	-3
CC1(C(=O)N(CC(=O)NC2CCCC2)Cc2ccc(Cl)cc2)CC(=O)N=C2C=CC=CN21 (stereo unspecified)	97	98	-4	5	-5	0.4	-1	0	-16
CC1(C)CC(=O)C(C=NCCc2ccc(O)cc2)=C(O)C1	94	88	1	3	-3	-0.2	-9	21	-2
Cc1cccc(-n2cc(CN3CCN(c4ccccn4)CC3)c(-c3cccc(F)c3)n2)c1	117	103	-5	-2	9	-0.3	-12	-16	-1
CCC(=O)c1ccc(OCC(O)CN2CCN(S(=O)(=O)c3ccc(NC(C)=O)cc3)CC2)cc1 (stereo unspecified)	116	110	-1	39	18	0.4	-3	-1	-12
CCCn1nc(NC(=O)CC)c2cc3cccc(C)c3nc21	102	107	2	/	4	-2.4	-14	8	-24
CCC(C)[C@H](NC(=O)N1CCCC1)C(=O)OC (stereo partly specified)	97	91	-1	11	-7	0.2	-2	16	-1
O=C(Nc1cc([N+](=O)[O-])ccc1C(=O)NCCN1CCOCC1)c1ccccc1	112	107	6	-15	9	0.9	-11	7	18

New compounds follow
canonical_smiles	MEKK2wt PB1 HTS	MEKK3 PB1 HTS	M18AAP inhibitor	PHOSPHO1 inh	MEKK2mut PB1 HTS	OXTR agonist	GPR7 antag	NALP1 yeast inh	DNA FID counter
COc1ccc(NC(=S)NCc2ccc(F)cc2)cc1	106	105	1	-14	5	0.0	13	-1	-9
COc1ccc2c(c1)C(=O)CC(c1ccc(OC)c(OC)c1)O2 (stereo unspecified)	106	104	0	30	4	0.0	-16	28	-18
O=C(c1ccco1)N1CCN(C(=O)C2CCCN(S(=O)(=O)Cc3ccccc3)C2)CC1 (stereo unspecified)	110	111	5	19	6	-0.7	-12	16	-16
NC(=O)CN1C(=O)NC2(CCCc3ccccc32)C1=O (stereo unspecified)	104	102	5	20	12	0.4	-2	45*	-2
COc1ccccc1N1CCN(CCCCCCOc2ccc(F)cc2)CC1	111	107	0	-10	2	1.9	-10	46*	13
COc1nc(N)c(S(=O)(=O)c2ccccc2C)cc1C#N	103	104	8	14	2	-0.7	-5	28	-4
O=C(CSc1ccc(-c2cccs2)nn1)c1cccs1	97	90	3	-29	-2	0.0	-2	18	2
CCOC(=O)c1sc2ncnc(Nc3cccc(C(=O)O)c3)c2c1C	96	98	-1	-11	0	-1.4	-4	13	-30
CCOc1ccc(S(=O)(=O)N/N=C(\C)c2ccc(Cl)c(Cl)c2Cl)cc1	106	103	-2	-6	0	-2.0	0	30	-7
O=C(NCC1c2ccccc2CCN1C(=O)CN1C(=O)c2ccccc2C1=O)C1CCCCC1 (stereo unspecified)	101	102	5	3	6	-1.0	1	12	-20
COc1ccc(NC(=O)Cn2nnc(C(=O)NCc3ccco3)c2N)c(OC)c1	102	100	-2	9	2	0.7	7	-7	-4
CC1=Nc2cc(C(=O)NCCCN3CCN(C)CC3)ccc2Sc2ccc(C)cc21	123	102	2	26	8	0.5	-2	18	11
CC(C)NC(=O)NC(=O)COC(=O)/C=C/c1ccc2c(c1)OCO2	108	103	-5	30	5	0.0	6	/	-21
COc1ccccc1CNCC(O)(c1ccc(F)cc1)c1ccc(F)cc1	101	94	4	26	1	2.8	40*	4	7
COCc1ccc(CN2CCCC(CO)(Cc3cccc(Cl)c3)C2)o1 (stereo unspecified)	89	100	-1	35	-10	0.8	-5	2	3
CCOc1ccc(NC(=S)N2CCC(C(N)=O)CC2)cc1	104	103	1	-3	2	0.7	-6	15	2
CCn1c(SC(=O)NC2CCCCC2)nnc1-c1cccs1	96	106	47*	3	-3	-0.1	-13	18	-3
